High-throughput results as filed in PubChem.
PRMT1 FP inh: PRMT1 methyltransferase inhibitors, primary screen, biochemical, fluorescence polarization; Protein arginine N-methyltransferase 1 (Homo sapiens), Q99873; AID 652257, 2013; recombinant PRMT1, activity-based probe fluorescence polarization; hit rate 1.3% among 370,000; inhibition, % at 2.79 µM;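 active = inhibition above about 21% made by adding two undisclosed values, limit read from the data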
Target sequence (Q99873 whole entry, looked up): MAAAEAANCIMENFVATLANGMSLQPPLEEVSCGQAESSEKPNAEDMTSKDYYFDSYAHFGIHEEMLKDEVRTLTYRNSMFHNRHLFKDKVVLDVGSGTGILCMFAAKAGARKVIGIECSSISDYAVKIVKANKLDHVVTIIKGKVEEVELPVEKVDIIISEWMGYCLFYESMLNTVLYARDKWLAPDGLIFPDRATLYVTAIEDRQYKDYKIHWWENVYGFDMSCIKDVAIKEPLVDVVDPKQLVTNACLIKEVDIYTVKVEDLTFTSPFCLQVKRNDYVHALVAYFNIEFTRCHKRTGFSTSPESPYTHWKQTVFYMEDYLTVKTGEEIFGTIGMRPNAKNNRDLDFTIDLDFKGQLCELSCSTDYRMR
UHRF1 MBD2 ctr: UHRF1 methylated DNA binding inhibitors, primary screen, counter-screen for MBD2 inhibitor project, biochemical, TR-FRET, human UHRF1, single concentration; inhibition, % at 4.4 µM; UHRF1 binding to methylated oligo; hit rate 0.75% among 370,000; in the data active = inhibition above about 21%;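 note: UHRF1 SRA domain binding a hemimethylated CpG hairpin DNA probe; 0% = median of test compound wells and 100% = reference inhibitor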
DDE Tn6 FP inh: inhibitors of Tn6 peptide binding to fibrin DD(E), primary screen, biochemical, fluorescence polarization, human fibrin, Tn6 probe; Fibrin DD(E) TRITC-Tn6 fluorescence polarization displacement; inhibition, % at 8.3 µM; hit rate 0.21% among 370,000; AID 720509, 2013;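 active = inhibition above a per-campaign cutoff: mean of compounds within control limits plus 3 SD, cut at about 15% in these data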;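 note: 0% = median of all compound wells on the plate and 100% = blocking peptide control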
LEDGF integ inh: blockers of LEDGF/p75-dependent integrase strand transfer – biochemical, TR-FRET, high throughput, primary screen | HIV-1 integrase (with human LEDGF/p75) | TR-FRET IN-LEDGF/p75 DNA integration, Eu/Cy5 | inhibition, % at 3.7 µM | hit rate 0.64% among 370,000 | AID 743269, 2014;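 active = inhibition above the screen-wide mean plus 3 SD, cut at about 13% in these data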;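 note: signal is the Cy5 over europium emission ratio at 671 and 618 nm; 0% = plate median of compound wells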
TDP2 absorb: human TDP2 enzyme inhibitors, primary screen, biochemical, epi absorbance, recombinant enzyme | hit rate 0.34% among 370,000 | inhibition, % at 12.8 µM | T5PNP hydrolysis, p-nitrophenol absorbance 415 nm;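 active = inhibition above the mean of all tested compounds plus 3 SD, set per campaign, cut at about 25% in these data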;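 note: 0% = DMSO with enzyme and 100% = buffer with substrate but no TDP2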
Target sequence (O95551 whole entry, looked up): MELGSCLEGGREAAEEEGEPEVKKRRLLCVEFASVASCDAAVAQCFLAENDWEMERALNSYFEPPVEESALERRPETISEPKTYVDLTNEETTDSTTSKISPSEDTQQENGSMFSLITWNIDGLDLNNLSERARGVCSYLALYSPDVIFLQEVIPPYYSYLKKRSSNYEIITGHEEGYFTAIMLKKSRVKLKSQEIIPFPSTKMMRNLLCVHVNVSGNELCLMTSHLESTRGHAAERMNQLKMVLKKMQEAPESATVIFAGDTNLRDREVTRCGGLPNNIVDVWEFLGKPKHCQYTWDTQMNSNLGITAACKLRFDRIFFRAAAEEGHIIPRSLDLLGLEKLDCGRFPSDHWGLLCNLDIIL
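Test system: Human TDP2 enzyme | Reagent: 5 mM T5PNP | Compound dosing: 12.8 µM single point, 1% DMSO | Incubation: Enzyme reaction with compound for 2 h at 37 °C | Technique: p-Nitrophenol epi absorbance | Read-out: % inhibition relative to enzyme-containing and enzyme-free wells | Benchmarks: High control without enzyme, low control DMSO plus TDP2 | Replicates: Singlicate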
DDE Tn7 FP inh: inhibitors of Tn7 peptide binding to fibrin DD(E), primary screen, biochemical, fluorescence polarization, human fibrin, Tn7 probe. Fibrinogen beta chain (Homo sapiens), P02675. FP displacement of FITC-Tn7 peptide from fibrin DD(E); 0% = median of compound wells per plate. inhibition, % at 8.3 µM. hit rate 0.13% among 370,000. AID 720508, 2013;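 active = inhibition above the mean of compounds falling within the control limits plus 3 SD of them, cut at about 14% in these data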;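 note: 0% = plate median of compound wells and 100% = 10 µM Aha-Tn7 peptide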
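System: human fibrin DD(E); quantity: Fibrin-DD(E) at 2 µM final; also added: fluorescent Tn7 probe at 0.1 µM; compound dosing: single nominal test concentration of 8.3 µM per compound; schedule: 10 min preincubation, 3 h with tracer, room temperature; detection: fluorescence polarization of the labelled Tn7 tracer; repeats: one replicate per compound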
proKLK7 act: proKLK7 zymogen activators, primary screen, biochemical, fluorescence intensity. Kallikrein-7 (Homo sapiens), P49862. hit rate 0.9% among 370,000. purified proKLK7, EDANS-DABCYL substrate fluorescence; 100% is mature enzyme control, 0% vehicle. activation, % at 7 µM;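 active = activation above the mean of all tested compounds plus 3 SD, computed per campaign excluding outliers beyond control limits, cut at about 13% in these data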
Target sequence (P49862 whole entry, looked up): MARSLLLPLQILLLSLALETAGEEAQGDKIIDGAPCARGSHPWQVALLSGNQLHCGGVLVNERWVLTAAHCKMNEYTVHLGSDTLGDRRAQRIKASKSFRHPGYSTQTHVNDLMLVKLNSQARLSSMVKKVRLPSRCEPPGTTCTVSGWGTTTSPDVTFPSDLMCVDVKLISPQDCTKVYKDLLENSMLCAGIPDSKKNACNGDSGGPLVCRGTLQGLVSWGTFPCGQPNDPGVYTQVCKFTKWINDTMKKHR
SIAE inh: human SIAE inhibitors, primary screen, biochemical, fluorescence polarization, FP-Rh probe, 1536-well HTS; Sialate O-acetylesterase (Homo sapiens), Q9HAT2; AID 1053197, 2014; hit rate 0.69% among 370,000; SIAE FP-Rh probe binding; inhibition, % at 9.66 µM;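 active = inhibition above a cutoff: mean of compounds within the control limits plus 3 SD of those, cut at about 17% in these data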;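 note: 0% = plate median of compound wells and 100% = probe without SIAE protein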
MBD2 inh: inhibitors of MBD2 binding to methylated DNA, primary screen, biochemical, TR-FRET, DNA-binding domain, human; hit rate 0.31% among 370,000; MBD2 binding to methylated oligonucleotide; inhibition, % at 4.4 µM; in the data active = inhibition above about 13%
TCR-CD3 inh: inhibitors of human TCR-CD3 interaction, primary screen, biochemical, fluorescence, TAMRA-labeled TCR probe. AID 651800, 2012. T-cell receptor (TCR). inhibition, % at 9.4 µM. hit rate 0.37% among 360,000; in the data active = inhibition above about 19%;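 note: recombinant mutant TCR 2C K166C tagged with TAMRA read by polarization; 0% = receptor in buffer alone and 100% = receptor with positive control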
Starred values were filed as active, the others as inactive; . = no result given. Rows are unselected; 4.6% or so of the library scored in one or more.

Screens in order: PRMT1 FP inh, UHRF1 MBD2 ctr, DDE Tn6 FP inh, LEDGF integ inh, TDP2 absorb, DDE Tn7 FP inh, proKLK7 act, SIAE inh, MBD2 inh, TCR-CD3 inh
- Cc1ccc(S(=O)(=O)NC(CCC(N)=O)C(=O)NCc2ccc3c(c2)OCO3)c(C)c1 (centres undefined)
    -2, -1, -2, -1, -3, 4, -0.4, -1, 0, 7
- CC1=C(C(=O)N(C)C)CC(CC(=O)NCC2CCCCC2)C(=O)N1Cc1ccccc1 (centres undefined)
    -2, 10, 12, 1, 7, 8, -0.2, 0, -6, 2
- O=C(Nc1cccc(NC(=O)c2ccco2)c1)c1ccc2c(c1)OCCO2
    -1, 0, -13, 0, -10, -4, -0.3, -9, 2, -8
- COc1ccc2c(c1)c1c(n2C(C)=O)C(OC(C)=O)=NCC1
    -2, 0, 2, 2, 1, -5, -11, -6, -3, 0
- CCCc1nc2ccc(NC(C)=O)cc2c(=O)n1Cc1ccc(Cl)cc1
    1, 0, 1, 2, 6, 2, 0.1, 1, -3, 8
- COc1cc2c(cc1OC)[C@@H](NC(=O)COc1ccccc1)[C@H](OCc1ccccc1)C2
    0, 3, -3, 1, 5, 6, 0.4, 2, 5, -5
- COc1ccc(-c2cc(-c3n[nH]c(=S)n3-c3cccc4ccccc34)[nH]n2)cc1
    20, -2, 1, 0, 6, 3, 0.3, -36, 1, 3
- Cn1nccc1CNC(=O)c1c(Cl)cnn1C
    0, 1, 2, 1, -10, -1, -0.4, -1, 3, 6
- C[C@H]1CCC/C=C/[C@@H]2C[C@H](O)C[C@H]2[C@H](O)[C@H](S(=O)c2ccc(O)cc2)CC(=O)O1 (some centres undefined)
    73*, 2, -2, -3, 7, 1, -0.5, 7, 2, -8
- Cc1cc(C)c(NC(=O)CS(=O)CC(=O)NCCCc2ccccc2)c(C)c1 (centres undefined)
    1, 0, -2, 1, -7, 2, 0.3, -3, -2, 6
- CCN1CCN(C(=O)c2ccc3c(c2)N(Cc2ccccc2F)C(=O)c2ccccc2S3(=O)=O)CC1
    -4, -1, -7, 6, 15, -3, 0.6, 5, -3, 4
- O=C(NCCCn1ccnc1)Nc1ccc(Cl)c(Cl)c1
    -3, 1, -2, 10, -15, -3, -0.5, -5, 1, -5
- Cc1nn(C(C)C(=O)NCCCN2CCCCCC2)c(=O)c2c1sc1ccccc12 (centres undefined)
    0, -2, 6, 1, -4, -7, -1.4, 2, -2, 5
- Cc1cc(C)c(C(=O)Nc2ccc(Br)c(C(F)(F)F)c2)c(C)c1
    0, -3, -3, 1, -15, -4, 0.4, -22, -1, 5
- CC(=O)CC[C@H]1CC[C@]2(CCCN(S(=O)(=O)c3ccccc3)C2)O1
    -3, 2, -5, 1, 7, -1, -0.1, 8, -3, .
- CCc1nc2oc3ccc(C)cc3c(=O)c2cc1C(=O)OC
    0, -1, -3, -4, 7, -4, -0.9, 1, 2, 9
- CCCCOC(=O)Nc1ccc(N(C)C)cc1
    -2, -1, -2, -2, 7, 3, -1.1, 3, -2, 4
- COc1cccc(NS(=O)(=O)c2cn(C)c(=O)n(C)c2=O)c1
    2, 5, -6, -2, -6, 4, -0.2, -2, 3, -11
- O=S(=O)(Nc1ncnc2sc3c(c12)CCC3)c1cc(F)ccc1F
    -1, -1, 1, -1, -6, 4, -0.4, 0, 5, 9
- O=C(Nc1ccc(Br)cc1)Nc1cnccn1
    -6, -3, -1, 1, 5, -2, 0.2, -8, 2, -2
- CCn1c2ccccc2c2nnc(SCC(=O)NCc3cccs3)nc21
    -2, -2, 8, -2, -9, -4, 0.2, 2, 0, 4
- CCOC(=O)C(NC(=O)CC)(Nc1ccccc1)C(F)(F)F (centres undefined)
    -1, 3, 5, 0, -23, -6, -0.4, 4, 2, -6
- CN(C)S(=O)(=O)c1ccc(N2CCCC2)c(C(=O)Nc2ccccc2F)c1
    -2, 0, 1, -5, -2, -3, -0.5, 5, -2, -2
- COc1ccc(NC2=Nc3cccc4cccc2c34)cc1OC
    1, -1, -1, -3, -6, 0, -0.4, 6, -9, -9
- Cn1cc(CCCC(=O)NCc2ccccc2)c2ccccc21
    1, 3, 5, 1, -4, 7, -0.3, 10, -3, 6
- CCCCNC(=O)Cn1c(-c2ccc(OC)cc2)noc1=O
    1, 13, -8, -4, 2, 3, 0.1, -4, 14*, -4
- CCCOc1ccc(/C(O)=C2/C(=O)C(=O)N(CCCn3ccnc3)C2c2cccnc2)cc1 (centres undefined)
    0, -5, 8, 3, -10, 1, 1.1, 1, -8, -5
- COC(=O)CC#C[C@H](C)[C@@H](NS(=O)(=O)c1ccc(C)cc1)C1CCCCC1
    -1, -2, -5, -1, 12, 5, 0.4, -1, 3, -2
- CC(=O)c1cccc(N(C(=O)CNC(=O)c2cccs2)C(C(=O)NCC2CCCO2)c2ccccc2)c1 (centres undefined)
    8, 5, -3, 7, -3, 1, 0.7, -9, 9, -9
- CC1CC(C)CN(S(=O)(=O)CCNC(=O)c2ccc3c(c2)OCO3)C1 (centres undefined)
    -1, 0, -3, 2, -12, -8, -0.3, -3, -1, 1
- CCCC1NC(=O)NC(C)=C1C(=O)OCC (centres undefined)
    -1, -1, -6, 0, -2, 1, 0.3, -4, 6, 8
- CCOc1ccc(C2C(C(=O)OC)=CN(C(C)c3ccccc3)C=C2C(=O)OC)cc1 (centres undefined)
    -2, 0, -1, 2, 3, 4, -12, 18*, -1, 7
- Nc1[nH]c(C(=O)c2ccccc2)c(-c2ccc(Cl)cc2)c1C(=O)NCCc1c[nH]c2ccccc12
    3, -2, -4, -4, -5, -5, 0.2, 10, 1, -7
- C[C@@H]1CN([C@H](C)CO)C(=O)CCCn2nncc2CO[C@H]1CN(C)S(=O)(=O)c1ccccc1
    -4, -1, 6, 1, 0, -4, -0.8, 0, -2, 2
- CC(C)=CCC/C(C)=C/CNC(=O)C[C@H]1C[C@H](C(=O)N2CCOCC2)[C@@]2(CCC3CCCC3)c3[nH]c4cc(-c5ccco5)ccc4c3CCN2C1=O
    10, 0, 1, 1, -2, -2, 3.5, -16, 5, -6
- Cc1ccc(C(=O)NNC(=O)CCOc2cccc(C)c2)cc1
    -3, 4, 1, 7, -14, -7, 1.0, -4, -1, -5
- CCn1cc(CNC(=S)Nc2cccc3ccccc23)cn1
    -3, -1, 8, -2, -4, -2, -0.2, 1, 2, 4
- CC1(C)CC(=O)C(=Cc2cn(-c3ccccc3)nc2-c2ccc(Cl)cc2)C(=O)C1
    -3, 6, 6, 0, 0, 1, 0.1, -1, -2, 2
- O=C(O)CCN1C(=O)/C(=C/c2cn(-c3ccccc3)nc2-c2cccs2)SC1=S
    17, -13, -8, -2, 7, -2, -0.2, -29, 4, -6
- O=C(c1nc2ccccn2c1CNCCn1ccc2ccccc21)N1CCOCC1
    0, -1, 4, -2, 4, -7, 2.3, 1, -3, 2
- COc1ccccc1NC(=O)CSc1nc(SC)ns1
    12, -1, -2, -2, -5, -4, -0.6, -3, 1, 0
- Cc1nnc2ccc(N3CCCCC3)nn12
    0, -4, 3, -3, -8, 4, 0.1, -2, -7, 9
- Cc1nc(C(=O)NCC(=O)c2ccccc2)c(C(F)(F)F)o1
    -3, 4, 5, 3, -11, -5, 0.3, -3, 1, -4
- Cc1ccc2cccc(OCCCOc3ccccc3F)c2n1
    -2, 0, 0, 6, -20, -7, 0.0, -2, -2, 6
- CN1CCN(C2CN(Cc3cn(Cc4cccc(Cl)c4)nn3)S(=O)(=O)C2)CC1 (centres undefined)
    3, 17, -4, -3, 0, 3, -1.2, -1, 10, -7
- COc1cc(/C=N/NC(=O)Cn2cnc3ccccc3c2=O)ccc1O
    4, -2, 3, 4, 6, -5, -0.3, -1, -5, 3
- O=C(Nc1ccc2ccccc2c1)c1cn(-c2ccccc2)nc1-c1cccs1
    -4, -1, -4, 1, 3, 8, -5.5, -108, -3, 89*
- Cn1c2ccccc2c(=O)c2ccc(NCc3ccc4c(c3)OCO4)cc21
    1, -4, -5, -1, 0, 5, -20, 1, -1, 1
- CCc1ccccc1NC(=O)CN(C)C(=O)CSc1nnc(Nc2cccc(C)c2C)s1
    -1, -4, -3, 1, 0, 3, 0.3, 6, 3, 3
- O=C(/C=C/c1ccc(Cl)c([N+](=O)[O-])c1)NCc1cccnc1
    -1, -2, -2, 0, 7, -4, 0.8, 0, 0, 5

Among those listed so far, these contain an aryl methoxy group.
Screens in order: PRMT1 FP inh, UHRF1 MBD2 ctr, DDE Tn6 FP inh, LEDGF integ inh, TDP2 absorb, DDE Tn7 FP inh, proKLK7 act, SIAE inh, MBD2 inh, TCR-CD3 inh
- COc1ccc2c(c1)c1c(n2C(C)=O)C(OC(C)=O)=NCC1
    -2, 0, 2, 2, 1, -5, -11, -6, -3, 0
- COc1cc2c(cc1OC)[C@@H](NC(=O)COc1ccccc1)[C@H](OCc1ccccc1)C2
    0, 3, -3, 1, 5, 6, 0.4, 2, 5, -5
- COc1ccc(-c2cc(-c3n[nH]c(=S)n3-c3cccc4ccccc34)[nH]n2)cc1
    20, -2, 1, 0, 6, 3, 0.3, -36, 1, 3
- COc1cccc(NS(=O)(=O)c2cn(C)c(=O)n(C)c2=O)c1
    2, 5, -6, -2, -6, 4, -0.2, -2, 3, -11
- COc1ccc(NC2=Nc3cccc4cccc2c34)cc1OC
    1, -1, -1, -3, -6, 0, -0.4, 6, -9, -9
- CCCCNC(=O)Cn1c(-c2ccc(OC)cc2)noc1=O
    1, 13, -8, -4, 2, 3, 0.1, -4, 14*, -4
- COc1ccccc1NC(=O)CSc1nc(SC)ns1
    12, -1, -2, -2, -5, -4, -0.6, -3, 1, 0
- COc1cc(/C=N/NC(=O)Cn2cnc3ccccc3c2=O)ccc1O
    4, -2, 3, 4, 6, -5, -0.3, -1, -5, 3
